BioA inh – BioA (M. tuberculosis) enzyme inhibition; purified M. tuberculosis BioA enzyme, plate reader; inhibition, % at 9.99 µM; 360,000 tested, 0.096% active; AID 602481; in the data active means inhibition above about 40%; inconclusive means no clear call, values can overlap the other calls
PrPC surface inh – reduces human prion protein on the cell surface | P04156 | 370,000 tested, 0.43% active | cell surface PrPC, TR-FRET read-out | AID 720596 | inhibition, % at 13.8 µM; in the data active means inhibition above about 24%; further: 0% = median of the test wells and 100% = reference compound wells
FBA Mtb inh – Mtb fructose-bisphosphate aldolase inhibition; inhibition, % at 1 µM; 360,000 tested, 2.3% active; purified M. tuberculosis FBA, fluorescence read-out; in the data active means inhibition above about 27%;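 further: 0% = vehicle and 100% = reference inhibitor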
Target sequence (P9WQA3 whole entry, looked up): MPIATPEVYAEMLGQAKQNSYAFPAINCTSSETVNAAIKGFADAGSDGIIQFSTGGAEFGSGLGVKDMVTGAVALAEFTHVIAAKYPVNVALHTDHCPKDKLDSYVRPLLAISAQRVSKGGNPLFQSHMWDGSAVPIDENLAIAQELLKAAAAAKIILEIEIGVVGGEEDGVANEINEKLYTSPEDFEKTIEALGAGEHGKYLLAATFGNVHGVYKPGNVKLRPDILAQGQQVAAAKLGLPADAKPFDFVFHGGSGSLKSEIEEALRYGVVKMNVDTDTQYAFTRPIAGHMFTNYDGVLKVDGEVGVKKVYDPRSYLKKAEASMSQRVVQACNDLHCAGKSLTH
FadD28 FP inh – blocks FadD28 binding to the bisubstrate probe; fluorescence polarization; 360,000 tested, 0.22% active; inhibition, % at 12.5 µM; in the data active means inhibition above about 8.5%, passing the limit was not always enough; inconclusive means no clear call, values can overlap the other calls
CCHF vOTU inh – blocks the CCHF virus ovarian tumor domain protease | 370,000 tested, 0.55% active | CCHFV vOTU protease, Pep-AMC fluorescence | AID 651958 | inhibition, % at 11.5 µM; further: 0% = vehicle wells with enzyme and 100% = no enzyme wells
Mtb UGM inh – blocks M. tuberculosis UGM enzyme | inhibition, % at 10 µM | purified UGM, fluorescence polarization probe displacement | 320,000 tested, 0.06% active | P9WIQ1; in the data active means inhibition above about 10%, passing the limit was not always enough; inconclusive means no clear call, values can overlap the other calls
Target sequence (P9WIQ1 whole entry, looked up): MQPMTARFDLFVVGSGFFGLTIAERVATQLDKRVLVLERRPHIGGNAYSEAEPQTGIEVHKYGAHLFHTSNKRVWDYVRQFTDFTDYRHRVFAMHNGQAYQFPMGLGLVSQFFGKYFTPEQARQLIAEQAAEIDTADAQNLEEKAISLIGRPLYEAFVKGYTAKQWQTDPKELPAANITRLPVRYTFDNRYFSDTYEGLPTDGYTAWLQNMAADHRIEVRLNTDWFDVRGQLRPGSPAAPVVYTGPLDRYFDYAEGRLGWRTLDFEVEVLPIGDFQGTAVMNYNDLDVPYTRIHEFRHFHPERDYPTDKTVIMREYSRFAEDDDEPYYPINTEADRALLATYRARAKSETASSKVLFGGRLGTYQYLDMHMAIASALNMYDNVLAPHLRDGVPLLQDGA
BoNT F protease – inhibitors of Botulinum neurotoxin F light chain protease | Multiplex microsphere protease cleavage assay, flow cytometry | inhibition, % at 10 µM | 360,000 tested, 0.22% active | AID 588497; in the data active means inhibition above about 35%, passing the limit was not always enough; inconclusive means no clear call, values can overlap the other calls; further: plate controls were buffer without enzyme for full effect and enzyme alone for no effect
GDH-TPI counter – GDH-TPI coupled enzyme inhibition counter-screen | GDH-TPI coupled enzyme counterscreen, NADH absorbance | inhibition, % at 4.8 µM | 360,000 tested, 1.2% active | AID 588335;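 further: 0% = DMSO wells and 100% = wells lacking the enzyme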
BoNT-A LC inh2 – BoNT A light chain protease inhibition. multiplex microsphere protease substrate cleavage, flow cytometry. inhibition, % at 10 µM. 360,000 tested, 0.17% active. AID 588499; in the data active means inhibition above about 30%; inconclusive means no clear call, values can overlap the other calls; further: plate controls were buffer without enzyme for full effect and enzyme alone for no effect
* hit, by the source's call; u = inconclusive; x = no result given. Unless noted, no stated cut-off is given here; in the data, active means inhibition above about 30%; inactive means the rest. No enrichment for hits; 4.8% or so of the library scored in one or more.

item	SMILES	FBA Mtb inh	BioA inh	GDH-TPI counter	BoNT F protease	Mtb UGM inh	FadD28 FP inh	BoNT-A LC inh2	PrPC surface inh	CCHF vOTU inh
1	COc1ccc(NC(=O)c2cn(CCC#N)nc2-c2ccc([N+](=O)[O-])cc2)cc1	1	x	5	-3	-0.2	-1.2	-1.1	-3	-1
2	CCSc1nnc(NC(=O)C2CC(=O)N(Cc3ccc(C)cc3)C2)s1 (configuration not stated)	1	-0.5	5	3	1.5	-2.6	-1.0	0	6
3	O=C1N=c2ccccc2=C1c1sc(=O)[nH]c1O	-1	-0.4	12	1	2.0	-1.0	0.1	-17	-4
4	CCC(=O)Nc1c(C(=O)N2CCN(c3ccccn3)CC2)cnn1-c1ccc(C)cc1	5	x	1	5	2.2	-4.3	0.8	-4	10
5	O=C(NCc1cccnc1)c1cc(C2CCCN(S(=O)(=O)c3cccs3)C2)on1 (configuration not stated)	1	2.7	3	2	x	-3.7	-0.5	0	-3
6	CCOC(=O)Cc1nnc(NC(=O)COc2ccc(F)cc2)s1	4	0.2	2	-6	-0.6	-1.5	-0.2	-3	-2
7	O=C(Cc1cccs1)N/N=C/C=C/c1ccco1	2	1.5	23	6	-1.7	-0.8	0.0	1	-1
8	CCc1ccc2[nH]c3nc(C)cc(C)c3c(=O)c2c1	75*	x	3	-2	-0.9	-0.9	0.1	0	-56
9	N#CCCSCc1ccc(OCC(=O)O)cc1	1	1.3	-4	-15	-1.7	-1.4	0.4	-1	9
10	COC(=O)/C(=C/c1cn(C(C)=O)c2ccccc12)[N+](=O)[O-]	-3	9.9	10	-8	x	-0.2	0.0	5	-9
11	CCCn1c(=S)[nH]c2cc(C(=O)N3CCN(C4CCCCC4)CC3)ccc2c1=O	4	-2.1	12	2	0.0	-0.1	1.6	9	7
12	Cc1cccc(C)c1NC(=O)COC(=O)c1cc(S(=O)(=O)Nc2ccc(Cl)cc2)ccc1O	11	0.7	-6	-2	x	-1.8	-1.3	0	21
13	CCCCCOCC1CC(C/C(C)=N/NC(N)=S)C(=O)O1 (configuration not stated)	-4	x	-2	-4	1.3	-1.8	-0.8	8	-6
14	Cc1cccc(NS(=O)(=O)c2cccc(C(=O)N3CCCC3)c2)c1	2	-1.7	8	0	-2.7	-0.3	3.1	-4	-7
15	CCc1ccc(CNC(=O)CCC(=O)n2ncc3cc(C)ccc32)cc1	3	-3.3	6	-6	2.8	-1.4	-1.4	1	0
16	COc1cc(/C=N/Nc2ccc(Cl)c(C(=O)O)c2)ccc1OC(=O)c1ccc(F)cc1	0	-0.2	0	2	0.4	2.1	-0.5	-3	3
17	CC/C(=N\NC(=O)c1ccc(CN(C)S(=O)(=O)c2ccc(C)cc2)cc1)c1ccc(OC(F)F)cc1	1	-0.1	4	-2	-0.1	-5.1	-0.3	-4	2
18	O=C(O)c1ccc(CNC(=O)c2ccc3c(c2)OCCO3)cc1	0	x	7	1	0.6	0.0	0.4	-1	6
19	COc1cccc(C2CC(c3ccccc3)=NN2S(=O)(=O)c2ccc(C)cc2)c1OC (configuration not stated)	-1	x	4	55*	-0.1	-2.5	39*	6	-7
20	CN(C)Cc1cccc([N+](=O)[O-])c1O	-9	1.2	7	0	-4.2	-1.3	-0.6	-2	0
21	O=C(CCN1C(=O)c2ccccc2C1=O)Nn1cnnc1	1	0.3	8	-5	1.6	0.9	-0.4	3	2
22	O=C(c1cccc(-n2cccc2)c1)N1CCN(S(=O)(=O)c2ccc(F)cc2)CC1	3	-2.8	11	1	0.5	-2.2	-0.8	-8	8
23	O=C(O)CCC(=O)NC1CCCCC1	1	-0.1	14	7	1.3	u	-1.0	0	-6
24	COc1ccc(CNC(=O)Cn2c(=O)oc3cc(S(=O)(=O)N4CCCC4)ccc32)cc1	3	-1.6	5	-9	-1.0	-1.8	-1.1	11	-8

Sorted by formula weight (falling): 9 of the compounds above.
item	SMILES	FBA Mtb inh	BioA inh	GDH-TPI counter	BoNT F protease	Mtb UGM inh	FadD28 FP inh	BoNT-A LC inh2	PrPC surface inh	CCHF vOTU inh
17	CC/C(=N\NC(=O)c1ccc(CN(C)S(=O)(=O)c2ccc(C)cc2)cc1)c1ccc(OC(F)F)cc1	1	-0.1	4	-2	-0.1	-5.1	-0.3	-4	2
24	COc1ccc(CNC(=O)Cn2c(=O)oc3cc(S(=O)(=O)N4CCCC4)ccc32)cc1	3	-1.6	5	-9	-1.0	-1.8	-1.1	11	-8
16	COc1cc(/C=N/Nc2ccc(Cl)c(C(=O)O)c2)ccc1OC(=O)c1ccc(F)cc1	0	-0.2	0	2	0.4	2.1	-0.5	-3	3
19	COc1cccc(C2CC(c3ccccc3)=NN2S(=O)(=O)c2ccc(C)cc2)c1OC (configuration not stated)	-1	x	4	55*	-0.1	-2.5	39*	6	-7
22	O=C(c1cccc(-n2cccc2)c1)N1CCN(S(=O)(=O)c2ccc(F)cc2)CC1	3	-2.8	11	1	0.5	-2.2	-0.8	-8	8
18	O=C(O)c1ccc(CNC(=O)c2ccc3c(c2)OCCO3)cc1	0	x	7	1	0.6	0.0	0.4	-1	6
21	O=C(CCN1C(=O)c2ccccc2C1=O)Nn1cnnc1	1	0.3	8	-5	1.6	0.9	-0.4	3	2
23	O=C(O)CCC(=O)NC1CCCCC1	1	-0.1	14	7	1.3	u	-1.0	0	-6
20	CN(C)Cc1cccc([N+](=O)[O-])c1O	-9	1.2	7	0	-4.2	-1.3	-0.6	-2	0

Other structures follow.
item	SMILES	FBA Mtb inh	BioA inh	GDH-TPI counter	BoNT F protease	Mtb UGM inh	FadD28 FP inh	BoNT-A LC inh2	PrPC surface inh	CCHF vOTU inh
25	CC1Cc2cc(/C(O)=C3/C(=O)C(=O)N(Cc4cccnc4)C3c3cccc(O)c3)ccc2O1 (configuration not stated)	3	3.6	20	4	0.2	-6.9	-0.8	1	9
26	CC(C)c1ccc(NC(=O)CSc2nnc(OC(=O)N(C)C)n2C2CC2)cc1	0	-0.6	0	-5	3.8	-2.8	1.0	0	11
27	COc1ccc(NC(C)=O)cc1C	-8	x	-4	6	-2.0	-3.7	0.8	5	-11
28	O=C(CN1C(=O)c2ccccc2C1=O)OC(C(=O)c1ccc(Cl)cc1)c1ccccc1 (configuration not stated)	1	-0.3	-9	-6	4.5	-2.3	-4.4	4	-4
29	COc1ccccc1CNC(=O)Nc1nc(C(N)CCc2ccccc2)cs1 (configuration not stated)	-5	0.5	8	-13	x	-3.9	-0.1	-7	-52
30	Cc1nnc(SCC(=O)Nc2ccc(Br)cc2)n(N)c1=O	3	0.0	2	x	0.3	0.4	x	3	-1
31	Cc1onc(-c2ccccc2)c1C(=O)N1CCN(S(=O)(=O)c2ccc(OC(F)(F)F)cc2)CC1	3	-0.9	6	4	1.8	-0.3	1.1	-10	5
32	CC1CCCCC1NC(=O)CSc1nc2ccccc2c(=O)n1Cc1ccco1 (configuration not stated)	7	x	0	-1	0.8	-1.1	0.5	-7	-5
33	CC(=O)N(C)C(c1ccc(N(C)C)cc1)c1nnnn1-c1c(C)cccc1C (configuration not stated)	3	x	2	4	-4.3	-0.5	0.0	2	3
34	COc1ccc(-n2cnnc2SCC(=O)Nc2ccccc2F)cc1	-1	-1.7	-1	2	-0.3	-3.1	0.3	4	2
35	O=C(CSc1nc2[nH]ncc2c(=O)[nH]1)Nc1ccccc1F	-2	x	6	3	1.8	-1.8	-0.6	-1	14
36	CC(C)(C)C(=O)NC(=S)Nc1sc2c(c1C#N)CCCCC2	1	x	17	-6	-0.9	-1.5	0.4	2	-16
37	Cc1ccc(-n2cc(CN3CCN(C(=O)c4ncn[nH]4)CC3)c(-c3ccc(F)cc3)n2)cc1	1	1.8	-5	-7	-1.5	-4.2	0.1	1	3
38	CC(=O)NCCn1c(SCC(=O)NCCC2=CCCCC2)nc2ccccc2c1=O	0	x	-13	-9	0.1	-1.4	-4.8	3	-3
39	Cc1cccc(C(=O)N2CCCC(N3CCN(c4ccccc4F)CC3)C2)n1 (configuration not stated)	3	-0.5	-5	1	0.0	-1.4	2.1	-3	-4
40	COc1ccc(Cl)cc1NC(=O)CN(C)C(=O)C1CCN(C(=O)Nc2ccccc2)CC1	2	0.4	-2	-3	3.7	-2.9	-0.3	1	12
41	CN1C(=O)C(=O)/C(=C(/O)c2ccccc2)C1c1ccc([N+](=O)[O-])cc1 (configuration not stated)	1	-0.1	30	0	0.3	0.2	-1.4	-5	-9
42	O=C1CC2(CCCCC2)Oc2ccc(F)cc21	1	-1.2	7	-1	-1.2	-3.9	0.1	1	3
43	Cn1c(/C(C#N)=N/O)nc2ccccc21	6	1.9	1	9	-0.7	-0.8	-0.1	-1	12
44	FC(F)Sc1ccc(NC(=S)NC2CCCC2)cc1	-2	x	1	0	2.1	-3.3	-0.2	3	19
45	OCC1(CCc2ccccc2)CCN(Cc2cc(Cl)ccc2O)CC1	-1	0.4	-4	-3	1.2	-1.9	-0.7	-11	3
46	COCCCN1C(=O)C(CC(=O)NC2CCCCC2)CC(C(=O)N(C(C)C)C(C)C)=C1C (configuration not stated)	0	0.6	x	-2	x	0.2	0.4	7	8
47	O=C(Cn1cnc2ccccc2c1=O)Nc1ccc2c(c1)OCCO2	0	-4.6	-8	-3	-0.2	-3.2	-0.1	4	-3
48	CCC(=O)Nc1c(S(=O)(=O)c2ccc(C)cc2)c2nc3ccccc3nc2n1C(C)c1ccccc1 (configuration not stated)	58*	x	5	-3	-1.1	-2.6	6.1	4	-8
49	CC(=O)Nc1ccc(NC2CCCCC2NS(=O)(=O)c2ccc(Cl)cc2)cc1 (configuration not stated)	-1	x	9	6	2.4	0.0	3.1	5	7
50	COC(=O)c1cn(C(=O)OC)c2ccccc12	2	-0.9	-1	0	0.7	0.6	1.1	-1	8
51	CS(=O)(=O)N(CC(=O)NCCSCc1ccccc1)c1ccccc1Br	1	0.4	3	u	3.1	-3.2	0.8	0	0
52	CCCCN(CCCC)CCNC(=O)CN1C(=O)COc2ccc(S(=O)(=O)N3CCOCC3)cc21	0	x	4	-2	2.2	-1.0	0.5	-8	6
53	CCOc1ccc(/C=N/NC(=O)c2cc(-c3cccn3C)n[nH]2)cc1	1	x	14	-4	-0.5	-0.8	-1.3	2	-2
54	CCOC(=O)COc1c(OC)cc(Cl)cc1C1Nc2ccccc2C(=O)N1c1ccc(F)cc1 (configuration not stated)	33*	-1.3	9	1	-0.7	0.7	1.8	-4	-55

High-throughput results deposited in PubChem by several laboratories.
